# LYPLA1 counter – LYPLA1 (human) inhibition in PME1 counter-screen; inhibition, % at 5.9 µM; recombinant LYPLA1, FP-Rh probe fluorescence polarization; actives 0.16% (n = 320,000);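 active = inhibition above the mean of all tested compounds plus 3 SD, set per campaign, cut at about 14% in these data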;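 note: inhibitors block serine hydrolase probe labeling of LYPLA1 so polarization falls; 0% = enzyme with DMSO and 100% = wells lacking LYPLA1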
# PAFAH1B2 FP inh – blocks human PAF acetylhydrolase 1b catalytic subunit 2 | P68402 | recombinant PAFAH1B2, FP-rhodamine activity probe, fluorescence polarization | inhibition, % at 3.39 µM | actives 1.2% (n = 340,000) | AID 492953;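 active = inhibition above the mean of all tested compounds plus 3 SD, cut at about 24% in these data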;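 note: 0% = enzyme with DMSO and 100% = wells lacking PAFAH1B2; many of its hits are not listed in these tables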
# Target sequence (P68402 whole entry, looked up): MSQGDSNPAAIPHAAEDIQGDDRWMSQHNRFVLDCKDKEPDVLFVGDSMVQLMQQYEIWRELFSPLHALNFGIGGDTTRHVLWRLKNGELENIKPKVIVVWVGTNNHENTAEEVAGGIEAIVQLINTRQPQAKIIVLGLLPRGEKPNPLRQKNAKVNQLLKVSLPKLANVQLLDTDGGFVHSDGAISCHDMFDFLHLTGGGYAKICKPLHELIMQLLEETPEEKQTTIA
# PAFAH2 FP inh – PAFAH2 (human) inhibition | Q99487 | recombinant PAFAH2, FP-rhodamine activity probe, fluorescence polarization | inhibition, % at 3.39 µM | actives 0.99% (n = 340,000);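 active = inhibition above the mean over all tested compounds plus 3 SD, cut at about 30% in these data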;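 note: inhibitors block probe labeling of enzyme so polarization drops; 0% = enzyme with DMSO and 100% = wells lacking PAFAH2 protein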
# PAFAH1B3 inh – inhibitors of human PAFAH1B3; inhibition, % at 3.39 µM; actives 0.28% (n = 340,000); AID 492972; Q15102; recombinant PAFAH1B3, FP-rhodamine probe, fluorescence polarization;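 active = inhibition above the screen-wide average of all tested compounds plus 3 SD, cut at about 25% in these data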;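 note: 0% = enzyme with DMSO only and 100% = wells lacking PAFAH1B3 protein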
# Target sequence (Q15102 whole entry, looked up): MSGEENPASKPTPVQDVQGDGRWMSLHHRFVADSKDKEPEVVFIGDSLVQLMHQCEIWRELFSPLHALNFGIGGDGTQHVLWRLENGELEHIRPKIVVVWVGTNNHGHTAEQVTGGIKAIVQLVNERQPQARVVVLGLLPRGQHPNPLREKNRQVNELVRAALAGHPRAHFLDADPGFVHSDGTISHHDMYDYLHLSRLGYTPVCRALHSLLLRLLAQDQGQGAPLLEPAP
# EBNA-1 inhibitor – blocks EBNA-1 binding to DNA; actives 0.34% (n = 300,000); inhibition, % at 14.8 µM; AID 1950; EBNA-1 DNA binding, fluorescence polarization; in the data active = inhibition above about 28%
# ZTA DNA inh – counter-screen for EBNA-1 inhibitors: inhibitors of Epstein-Barr virus ZTA; actives 0.15% (n = 320,000); P03206; ZTA-DNA binding, fluorescence polarization; inhibition, % at 11 µM; in the data active = inhibition above about 33%
# LYPLA2 inh – counter-screen for PME1 inhibitors: inhibitors of human LYPLA2 | O95372 | recombinant LYPLA2, FP-Rh probe fluorescence polarization | inhibition, % at 5.9 µM | actives 0.38% (n = 320,000);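 active = inhibition above the screen-wide mean plus 3 SD, limit set per campaign, cut at about 26% in these data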;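 note: 0% = LYPLA2 with DMSO and 100% = wells lacking LYPLA2 enzyme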
# pPAFAH FP inh – inhibitors of human plasma PAF acetylhydrolase (pPAFAH); Q13093; actives 1.5% (n = 330,000); recombinant pPAFAH, FP-rhodamine probe fluorescence polarization; inhibition, % at 3.39 µM;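 active = inhibition above the mean inhibition across the screen plus 3 SD, cut at about 25% in these data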;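 note: inhibitors block binding of the rhodamine activity-based probe so polarization drops; 0% = enzyme with DMSO and 100% = wells lacking pPAFAH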
# Target sequence (Q13093 whole entry, looked up): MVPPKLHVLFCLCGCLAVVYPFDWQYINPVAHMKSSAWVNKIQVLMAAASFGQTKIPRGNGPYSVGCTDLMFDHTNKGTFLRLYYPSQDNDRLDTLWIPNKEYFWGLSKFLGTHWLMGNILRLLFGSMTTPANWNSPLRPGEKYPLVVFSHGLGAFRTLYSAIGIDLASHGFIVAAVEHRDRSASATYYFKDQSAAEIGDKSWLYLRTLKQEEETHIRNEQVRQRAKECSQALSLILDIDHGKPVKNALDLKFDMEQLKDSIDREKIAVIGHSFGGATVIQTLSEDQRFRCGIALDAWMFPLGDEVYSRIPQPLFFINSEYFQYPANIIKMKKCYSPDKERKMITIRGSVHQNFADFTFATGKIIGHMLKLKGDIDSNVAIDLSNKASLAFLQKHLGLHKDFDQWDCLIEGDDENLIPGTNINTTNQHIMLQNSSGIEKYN
# PREPL inhibitor – inhibits the human prolyl oligopeptidase-like enzyme; Q4J6C6; recombinant PREPL, fluorescence polarization activity-based probe; inhibition, % at 5.96 µM; actives 0.68% (n = 320,000); AID 2751; in the data active = inhibition above about 43%;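 note: 0% = enzyme with DMSO and 100% = wells lacking enzyme; many of its hits are not listed in these tables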
# * = called active by the depositor; nt = no result given. These rows are one share of the data; count on the stated rates, not on these rows.
SMILES,LYPLA1 counter,PAFAH1B2 FP inh,PAFAH2 FP inh,PAFAH1B3 inh,EBNA-1 inhibitor,ZTA DNA inh,LYPLA2 inh,pPAFAH FP inh,PREPL inhibitor
O=C(CSCc1ccccc1Cl)Nc1c[nH]c(=O)[nH]c1=O,1.5,1.2,1.0,7.5,7.8,8.0,38.6*,2.9,-5.2
COCc1cc(CNC(=O)C2CCC(=O)N(Cc3ccccc3OC)C2)[nH]n1 (stereo not given),-1.8,-5.5,-8.8,13.4,2.6,7.7,4.3,3.4,0.3
Cc1ccc(-c2nnc(SCC(=O)Nc3ccccc3F)o2)cc1,-1.4,1.6,0.4,4.9,-5.0,9.0,-2.2,-2.1,-3.8
CCc1ccc(N(C)S(=O)(=O)c2ccc3[nH]cc(C(=O)NCCN4CCOCC4)c(=O)c3c2)cc1,-5.5,-0.9,4.8,-5.0,9.5,3.9,-3.3,-0.2,14.3
Cc1cc(C(=O)c2cccs2)c(N)s1,-4.2,5.2,13.0,3.4,-0.5,-8.7,-6.0,5.7,20.2
Clc1ccc2c(N3CCCC3)ccnc2c1,-1.6,1.4,-3.7,4.3,-3.1,2.2,-1.9,4.6,9.2
Cc1cc(=O)[nH]c(Nc2cccc(C(F)(F)F)c2)n1,-2.1,3.1,-5.4,3.1,-0.4,-4.2,3.7,4.2,-13.8
COc1ccc(C(=O)NC2CCN(CC(=O)Nc3cccc(C)c3)CC2)cc1OC,1.9,1.6,3.3,-1.4,12.0,13.4,-2.8,2.0,-98.1
Cc1noc(C)c1COC(=O)c1ccc(S(=O)(=O)NCc2ccco2)cc1,3.0,5.6,-9.4,3.3,1.5,-6.4,13.3,10.0,11.0
O=c1c2cccnc2nc2n1CCCCC2,0.0,-1.7,0.4,4.7,6.3,9.7,4.6,-2.4,-4.6
CCCCCc1cc(=O)oc2c(C(CCN3CCCC(C)C3)c3cc(OC)c(OC)c(OC)c3)c(OC)cc(OC)c12 (stereo not given),-0.8,4.1,-2.6,0.1,10.0,-4.5,-7.9,2.9,3.6
O=C(NCc1cccnc1)C(=O)C1C(=O)Nc2ccccc21 (stereo not given),2.1,2.8,-14.6,16.0,5.3,-15.1,5.9,-0.6,-5.0
COc1cccc(NC(=O)NC2CCN(Cc3nnnn3Cc3ccc(F)cc3)CC2)c1,0.3,5.0,0.6,-1.2,10.0,-2.0,13.4,4.0,-0.3
O=C(O)c1cccc(C(=O)c2cccc3ccccc23)c1,0.0,6.0,4.9,9.5,0.7,-3.9,-1.5,-0.3,1.9
C#CCOCCOCCOCCNc1nc(N2CCN(C(=O)[C@H](CO)n3cc([C@@H](N)C(C)C)nn3)CC2)nc(N2CCN(C(=O)[C@H](CCC(=O)O)n3cc([C@@H](N)CCCCN)nn3)CC2)n1,nt,3.6,-0.3,5.5,nt,nt,nt,-0.8,20.3
CC(/C=C/c1ccccc1F)=N\NC(=O)c1ccccc1,2.1,3.4,-5.6,2.9,-6.0,7.2,4.0,0.5,16.1
COC(=O)[C@]1(C)N[C@H](CN(C)S(=O)(=O)c2ccc(C)cc2)[C@@H]2C(=O)N(C)C(=O)[C@@H]21,nt,4.1,0.8,6.6,nt,nt,nt,6.2,24.8
COc1ccc(N2C(=O)C3CCCN3C2c2ccccc2)cc1Cl (stereo not given),-0.3,-0.4,0.7,0.6,8.1,-3.9,1.0,2.0,22.3
Cc1ccc(C(=O)c2no[n+]([O-])c2C(=O)c2ccc(C)cc2)cc1,5.1,1.4,-2.6,8.4,-4.4,4.3,3.8,1.6,1.1
O=C(NCc1cccc(Cl)c1)C1=CC=CN2CCS(=O)(=O)N=C12,-2.6,6.0,-3.4,0.0,nt,2.1,5.5,6.3,3.7
O=C(CN(c1cccc(C(F)(F)F)c1)S(=O)(=O)c1ccc(Cl)c([N+](=O)[O-])c1)NCc1ccc(F)cc1,-10.8,0.5,5.1,5.0,14.6,-6.8,-11.2,0.7,4.3
FC(F)(F)c1cc(-c2ccccc2)nc(N2CCCCCC2)n1,0.3,-1.8,-5.4,9.9,1.8,7.3,-1.6,3.4,0.7
COc1ccc(NC(=O)CSCC(=O)Nc2ccccc2N2CCCCC2)cc1,-0.6,11.7,2.3,12.3,0.1,1.1,3.8,-1.4,9.4
COc1ccc(/C=N/NC(=O)CNC(=O)c2ccc3c(c2)OCCO3)c(C(=O)O)c1OC,1.4,2.2,-5.9,7.0,-7.4,-11.7,-5.6,6.4,-9.9
COc1ccc(N(C)C(=O)c2oc(=O)c3ccccc3c2-c2ccc(C)cc2)c(OC)c1,-1.1,2.3,1.4,5.6,-6.9,9.6,-2.0,2.5,-2.5
COc1cccc(-n2c(CN3CCN(c4ccccn4)CC3)nc3ccc([N+](=O)[O-])cc3c2=O)c1,0.1,6.4,-0.9,5.9,-3.8,1.9,0.2,0.9,18.5
O=S(=O)(c1ccccc1F)N1CCN(c2nc3ccccc3s2)CC1,-3.7,nt,nt,nt,6.3,6.6,-6.5,-1.7,-43.5
CCOc1ccc(N2C(=O)C3CCCN3C2=O)cc1 (stereo not given),3.0,-0.1,0.8,0.2,5.5,-8.7,-1.9,-0.3,-4.0
CCCNC(=O)NNC(=O)c1ccc(F)cc1,0.7,2.7,-0.8,6.0,-2.2,-11.1,-4.0,6.4,-1.4
CCCCOC(=O)c1ccccc1N1C(=O)C2C3CCC(C3)C2C1=O (stereo not given),0.2,1.2,7.1,1.8,-2.8,-19.5,-1.2,6.4,-0.2
CN(Cc1ccccc1)C(=O)c1ncn(C)c1C(=O)N(C)Cc1ccccc1,0.1,4.5,1.7,6.0,nt,-4.8,3.1,1.5,13.7
COc1ccc(NC(=S)NCCc2c[nH]c3ccc(OC)cc23)c(OC)c1,1.4,7.3,-3.7,-2.7,-28.8,-17.4,-1.4,1.7,2.3
COC(=O)c1ccccc1N(C)S(=O)(=O)c1cc2c(cc1C)OCC(=O)N2,0.6,3.3,-2.3,4.0,-4.7,8.9,3.1,-2.1,-1.0
CC(Nc1ccccc1)c1cc(Cl)ccc1O (stereo not given),-0.6,11.1,-2.8,0.1,8.5,7.0,-2.6,2.9,4.9
O=C(O)c1ccc(NC(=O)C2CCCCC2)cc1,0.0,0.6,0.8,-5.1,10.8,5.0,-5.2,3.1,-5.8
Cc1cc(C)nc(CCNC(=O)c2cc(COc3c(F)cccc3F)on2)n1,-2.9,3.0,-1.3,7.2,14.6,10.4,0.3,4.1,3.1
Cc1nnc(Sc2c(-c3ccccc3)c3ccc(Cl)cc3[nH]c2=O)s1,0.5,-6.6,4.0,6.2,3.4,2.5,-1.0,6.7,-1.8
Cc1ccc(-c2csc(NC(=O)C3=COCCO3)n2)cc1,-6.0,-3.7,2.1,-3.0,11.8,11.3,3.0,-2.1,-6.0
O=C(O)CCC(=O)Nc1sc2c(c1C(=O)NCc1ccccc1)CCCC2,-1.1,4.8,3.2,8.8,-6.9,-2.6,-3.4,0.6,14.7
CC1(OC(=O)CCc2ccccc2)C(=O)C=C2C=C(c3ccc(C#N)cc3)N(CCc3c[nH]c4ccccc34)C=C2C1=O (stereo not given),-0.6,15.5,0.3,8.0,9.8,25.7,-1.8,11.8,29.7
COc1ccc(-n2nc(C(=O)NCC(=O)N3CC(C)CC(C)C3)c3ccccc3c2=O)cc1OC (stereo not given),-1.9,3.4,-1.9,3.0,-17.4,-2.2,-14.4,-2.5,-12.2
Cc1c(F)cccc1NS(=O)(=O)c1ccc2c(c1)n(C)c(=O)c(=O)n2C,-0.6,0.2,4.2,7.3,-0.9,-1.1,3.3,8.0,-5.1
C[N+](C)=C1SCC(C)(/C=N/O)S1 (stereo not given),-5.5,7.6,-5.2,4.9,-5.5,-8.0,1.4,-0.9,4.1
CCN1C(=O)/C(=C\c2ccncc2)SC1=Nc1ccc(C)c(C)c1,-2.9,3.0,-9.7,1.2,1.2,6.6,-0.6,4.3,17.6
c1ccc(-c2ccncc2)nc1,2.1,8.9,5.7,4.1,nt,-5.5,-3.8,1.4,3.9
CC(C)(C(=O)c1ccccc1)/[N+]([O-])=C/c1ccccc1,2.1,5.4,-7.3,6.4,-1.3,-14.8,4.1,4.5,12.6
Cc1[nH]c(=O)[nH]c(=O)c1/C=N/NC(=O)[C@H](C)NC(=O)OC(C)(C)C,1.8,-0.2,-1.3,7.5,-7.2,-8.8,3.2,1.0,7.3
Cc1ccc(C2C(=O)N(C3CCCC3)CC(=O)N2C2CCCCC2)cc1 (stereo not given),1.8,4.0,-6.2,1.7,0.0,0.6,4.2,3.8,5.2
COc1ccc(CC(=O)N2CCN=C2SCc2cccc([N+](=O)[O-])c2)cc1,0.6,4.3,0.7,6.3,8.1,5.6,5.9,-0.2,35.2
O=C(CCC(=O)c1ccc(F)cc1)Nc1ccccc1Cl,-1.8,-0.9,2.6,-0.7,-6.8,10.1,9.2,1.5,-1.9

# Single records, from the list above.
# CCOc1ccc(N2C(=O)C3CCCN3C2=O)cc1 (stereo not given) in the list: LYPLA1 counter = 3.0; PAFAH1B2 FP inh = -0.1; PAFAH2 FP inh = 0.8; PAFAH1B3 inh = 0.2; EBNA-1 inhibitor = 5.5; ZTA DNA inh = -8.7; LYPLA2 inh = -1.9; pPAFAH FP inh = -0.3; PREPL inhibitor = -4.0
# COc1cccc(NC(=O)NC2CCN(Cc3nnnn3Cc3ccc(F)cc3)CC2)c1 in the list: LYPLA1 counter = 0.3; PAFAH1B2 FP inh = 5.0; PAFAH2 FP inh = 0.6; PAFAH1B3 inh = -1.2; EBNA-1 inhibitor = 10.0; ZTA DNA inh = -2.0; LYPLA2 inh = 13.4; pPAFAH FP inh = 4.0; PREPL inhibitor = -0.3

# Going on with the list.
SMILES,LYPLA1 counter,PAFAH1B2 FP inh,PAFAH2 FP inh,PAFAH1B3 inh,EBNA-1 inhibitor,ZTA DNA inh,LYPLA2 inh,pPAFAH FP inh,PREPL inhibitor
Clc1ccc(Cc2ccccc2)nn1,-0.3,-0.9,-8.7,4.2,-1.6,-10.8,4.7,-0.9,2.4
COc1ccc(S(=O)(=O)Nc2ccc(CC#N)cc2)cc1,2.9,7.5,5.6,5.3,-1.6,4.1,7.0,8.9,-6.4
COc1ccc(N2C(=O)CC(Sc3nc(C)cc(C)c3C#N)C2=O)cc1 (stereo not given),-0.6,-7.5,2.6,2.8,-1.4,11.8,2.5,1.2,-4.9
Cc1ccc(NC(=O)Nc2ccc3c(c2)CCC3)cc1C,2.4,0.6,-3.2,-1.3,8.3,4.9,-2.8,-1.8,0.8
CCC(CC)c1nnc(NC(=O)CCc2ccccc2)s1,-0.9,3.0,4.7,5.5,-4.7,7.3,0.7,5.4,2.7
O=C(NC1=NCCS1)c1nc(-c2ccccc2)n(-c2ccccc2)n1,0.6,5.1,-5.1,-0.7,0.7,1.5,0.8,-5.9,-0.4
O=C(Nc1nccs1)c1ccc(COc2ccc(Cl)cc2)o1,-4.1,14.6,1.2,3.2,7.7,-0.3,3.1,8.0,-2.3
O=C(CSc1nnc(-c2ccncc2)o1)Nc1cccc(F)c1,-1.2,4.5,-0.8,7.3,9.8,-6.0,1.0,3.6,2.3
Cc1ccc2nc(SC(C)C(=O)Nc3cccc([N+](=O)[O-])c3)[nH]c2c1 (stereo not given),-7.9,3.8,-4.1,5.5,-7.5,-2.3,-8.0,2.4,3.6
CCCC(=O)O[C@H]1C[C@@H](C)N(C(=O)c2ccccc2)c2ccc(C)cc21,1.6,1.1,4.9,0.7,4.5,1.5,11.5,6.1,-3.5
Cc1ccc2c(c1)c1nc3ccccc3nc1n2CCN1CCOCC1,1.8,1.1,1.4,5.8,-0.2,3.8,4.6,1.5,-3.1
N#Cc1c(-c2ccc(Cl)cc2)c2c([nH]c1=S)CCCC2,-0.8,4.5,5.5,2.5,0.2,-0.2,0.1,0.5,5.8
